Mtb BioA inh: blocks M. tuberculosis BioA enzyme activity; purified M. tuberculosis BioA enzyme, plate reader; AID 602481; inhibition, % at 9.99 µM; actives 0.096% (n = 360,000); in the data active = inhibition above about 40%
An asterisk follows results filed as active. These rows are one share of the data; count on the stated rates, not on these rows.

Preview:
SMILES	Mtb BioA inh
COc1cccc(NC(=O)N(C)C[C@@H]2Oc3cc(-c4ccccc4F)ccc3S(=O)(=O)N([C@H](C)CO)C[C@@H]2C)c1	5.0
C[C@H]1CN([C@@H](C)CO)C(=O)c2cccc(NC(=O)Nc3ccc4c(c3)OCO4)c2O[C@H]1CN(C)C(=O)NC1CCCCC1	3.5
Cc1ccc(S(=O)(=O)Nc2ccc3c(c2)C(=O)N([C@H](C)CO)C[C@@H](C)[C@@H](CN(C)S(=O)(=O)c2ccc(Cl)cc2)OCCCC[C@H](C)O3)cc1	-0.6
O=S(=O)(c1ccccc1)N1CC[C@@H]2[C@@H](CO)Nc3ccc(Br)cc3[C@@H]21	-7.0
C[C@H]1CN([C@@H](C)CO)S(=O)(=O)c2ccc(C#Cc3ccncc3)cc2O[C@@H]1CN(C)S(=O)(=O)c1ccccc1	0.7
O=C(CN1CCOCC1)NCC[C@H]1CC[C@@H](NC(=O)c2ccc3c(c2)OCO3)[C@H](CO)O1	0.3
C[C@@H]1CN([C@H](C)CO)S(=O)(=O)c2ccc(C#Cc3ccccc3)cc2O[C@@H]1CN(C)S(=O)(=O)c1ccccc1F	-3.4

The list itself (from the top)
SMILES	Mtb BioA inh
COc1cccc(NC(=O)N(C)C[C@@H]2Oc3cc(-c4ccccc4F)ccc3S(=O)(=O)N([C@H](C)CO)C[C@@H]2C)c1	5.0
C[C@H]1CN([C@@H](C)CO)C(=O)c2cccc(NC(=O)Nc3ccc4c(c3)OCO4)c2O[C@H]1CN(C)C(=O)NC1CCCCC1	3.5
Cc1ccc(S(=O)(=O)Nc2ccc3c(c2)C(=O)N([C@H](C)CO)C[C@@H](C)[C@@H](CN(C)S(=O)(=O)c2ccc(Cl)cc2)OCCCC[C@H](C)O3)cc1	-0.6
O=S(=O)(c1ccccc1)N1CC[C@@H]2[C@@H](CO)Nc3ccc(Br)cc3[C@@H]21	-7.0
C[C@H]1CN([C@@H](C)CO)S(=O)(=O)c2ccc(C#Cc3ccncc3)cc2O[C@@H]1CN(C)S(=O)(=O)c1ccccc1	0.7
O=C(CN1CCOCC1)NCC[C@H]1CC[C@@H](NC(=O)c2ccc3c(c2)OCO3)[C@H](CO)O1	0.3
C[C@@H]1CN([C@H](C)CO)S(=O)(=O)c2ccc(C#Cc3ccccc3)cc2O[C@@H]1CN(C)S(=O)(=O)c1ccccc1F	-3.4
CCCNC(=O)N1[C@H](CO)[C@H]2c3ccccc3N(C)C[C@H]21	-2.3
CNC[C@H]1Oc2ncc(C#Cc3ccccc3F)cc2C(=O)N([C@@H](C)CO)C[C@H]1C	-1.0
C[C@@H]1CN([C@H](C)CO)C(=O)c2cc(NC(=O)Nc3ccc(C(F)(F)F)cc3)ccc2O[C@@H](C)CCCCO[C@@H]1CN(C)S(=O)(=O)c1cn(C)cn1	-5.4
COc1ccc(NC(=O)N(C)C[C@@H]2OCCCC[C@H](C)Oc3ccc(NC(=O)CCC(F)(F)F)cc3C(=O)N([C@H](C)CO)C[C@H]2C)cc1	0.3
C[C@H](CO)N1C[C@H](C)[C@@H](CN(C)Cc2ccc(C(F)(F)F)cc2)Oc2ccc(NS(C)(=O)=O)cc2C1=O	-0.9
CO[C@@H](CN(C)S(=O)(=O)c1cccc(Cl)c1)[C@@H](C)CN(C(=O)Nc1ccccc1F)[C@@H](C)CO	4.3
C[C@@H]1CCCCO[C@@H](CN(C)S(=O)(=O)c2cn(C)cn2)[C@H](C)CN([C@@H](C)CO)C(=O)c2cc(NS(=O)(=O)c3ccc(F)cc3)ccc2O1	0.5
C[C@@H]1CN([C@@H](C)CO)C(=O)c2c(c3ccccc3n2C)-c2ccccc2CO[C@H]1CN(C)C(=O)Cc1ccccc1	1.5
CCCNC(=O)Nc1ccc2c(c1)C(=O)N(C)C[C@H](OC)[C@@H](C)CN(C(=O)c1ccccc1F)[C@H](C)CO2	-2.1
C[C@@H]1CN([C@H](C)CO)C(=O)c2cc(C3=CCCCC3)cnc2O[C@@H]1CN(C)C(=O)Nc1ccc(F)cc1	2.2
Cc1noc(C)c1NC(=O)Nc1ccc2c(c1)C(=O)N([C@@H](C)CO)C[C@@H](C)[C@H](CN(C)Cc1ccc(C(=O)O)cc1)O2	-0.1
O=C(C[C@H]1CC[C@@H]2[C@H](COC[C@H](O)CN2Cc2ccc3c(c2)OCO3)O1)N1CCCCC1	3.2
C[C@@H]1CN([C@H](C)CO)C(=O)Cc2cc(NC(=O)CCC(F)(F)F)ccc2O[C@@H]1CN(C)Cc1ccc(C(F)(F)F)cc1	-0.2
COCC(=O)Nc1ccc2c(c1)C(=O)N(C)[C@@H]1CC[C@@H](CC(=O)Nc3ccccc3)O[C@@H]1CO2	-0.7
CO[C@@H]1CN(C)C(=O)c2cc(NC(=O)C3CCCC3)ccc2OC[C@@H](C)N(S(C)(=O)=O)C[C@@H]1C	0.3
O=C(C[C@@H]1CC[C@@H]2[C@H](COC[C@@H](O)CN2Cc2ccncc2)O1)NCc1ccccc1Cl	2.8
O=C(Nc1ccc(F)cc1)N[C@@H]1CC[C@H](CCNS(=O)(=O)c2cccc(Cl)c2)O[C@H]1CO	5.2
OC[C@@H]1[C@H](c2ccc(-c3ccccc3F)cc2)[C@@H]2CN(Cc3cccnc3)CCCCN12	-5.0

(further entries)
SMILES	Mtb BioA inh
CCNC(=O)[C@@H]1[C@@H](CO)[C@@H]2Cn3c(ccc(-c4ccc(F)cc4)c3=O)[C@@H]2N1Cc1ccccc1F	8.7
CC(C)C#Cc1ccc2c(c1)O[C@H](CN(C)S(=O)(=O)c1cn(C)cn1)[C@H](C)CN([C@@H](C)CO)S2(=O)=O	4.3
C/C=C/c1cnc2c(c1)C(=O)N([C@H](C)CO)C[C@@H](C)[C@@H](CN(C)C(=O)NC1CCCCC1)O2	-1.9
C[C@@H]1CN([C@@H](C)CO)C(=O)c2cc(C#C[C@@H](C)O)cnc2O[C@H]1CN(C)C(=O)Cc1ccccn1	-3.7
C[C@@H]1CCCCO[C@H](CN(C)C(=O)C2CCCCC2)[C@@H](C)CN([C@@H](C)CO)C(=O)c2cc(NC(=O)CCCN(C)C)ccc2O1	6.6
COc1ccc(NC(=O)N(C)C[C@@H]2Oc3ccc(NC(=O)NC4CCCCC4)cc3CC(=O)N([C@H](C)CO)C[C@H]2C)cc1	-1.0
C[C@H](CO)N1C[C@H](C)[C@H](CN(C)C(=O)Nc2ccccc2)OCCCC[C@H](C)Oc2ccc(NS(C)(=O)=O)cc2C1=O	4.2
COc1ccc(S(=O)(=O)N[C@H]2CC[C@H](CCn3cc(-c4cccc(F)c4)nn3)O[C@H]2CO)cc1	2.1
C[C@@H]1CN([C@H](C)CO)C(=O)c2cccc(NS(=O)(=O)c3ccc(F)cc3)c2O[C@@H]1CN(C)C(=O)Nc1ccc2c(c1)OCO2	-0.4
C[C@@H]1CN([C@@H](C)CO)C(=O)c2cc(NC(=O)CCN3CCOCC3)ccc2O[C@@H]1CN(C)Cc1ccncc1	1.0
CN1c2ccc(-c3ccc(F)cc3)cc2[C@H]2[C@H](CCN2C(=O)Nc2cc(F)ccc2F)[C@H]1CO	1.6
CC(C)NC(=O)Nc1ccc2c(c1)C(=O)N([C@H](C)CO)C[C@H](C)[C@H](CN(C)S(=O)(=O)c1ccc(Cl)cc1)O2	-0.8
CCN1[C@@H]2c3ccc(-c4cccnc4)c(=O)n3C[C@@H]2[C@@H](CO)[C@@H]1C(=O)NC1CCCCC1	4.6
O=C(C[C@H]1CC[C@H]2NC[C@H](O)COC[C@@H]2O1)NCc1ccc2c(c1)OCO2	2.4
O=C([C@H]1[C@H](CO)[C@H]2Cn3c(cccc3=O)[C@H]2N1CC1CC1)N1CCc2ccccc2C1	0.1
CN(C)C(=O)C[C@H]1C=C[C@H](NC(=O)C2CCC2)[C@H](CO)O1	3.6
CCC(=O)N(C)C[C@H]1[C@H](c2ccc(C3=CCCC3)cc2)[C@@H](CO)N1C(=O)CC	1.5
C[C@@H]1CN([C@@H](C)CO)C(=O)c2cc(N(C)C)ccc2O[C@H]1CN(C)C(=O)Nc1ccc2c(c1)OCO2	0.4
C/C=C/c1ccc2c(c1)O[C@H](CN(C)C(=O)Cc1ccncc1)[C@H](C)CN([C@H](C)CO)S2(=O)=O	-1.5
CCCC#Cc1ccc([C@H]2[C@@H](CO)N3CCCCN(Cc4cncnc4)C[C@@H]23)cc1	-5.5
C[C@H](NC(=O)C[C@H]1C=C[C@@H](NC(=O)C2CCC2)[C@H](CO)O1)c1ccccc1	0.2
C[C@@H]1CN([C@@H](C)CO)C(=O)c2cc(NS(=O)(=O)c3ccc(Cl)cc3)ccc2O[C@H]1CN(C)Cc1ccc(C(F)(F)F)cc1	0.6
C[C@H](CO)N1C[C@H](C)[C@H](CN(C)S(=O)(=O)c2ccc(Cl)cc2)OCc2ccccc2-c2ccccc2C1=O	2.8
Cc1noc(C)c1NC(=O)N[C@H]1C=C[C@H](CC(=O)N2CCN(C)CC2)O[C@@H]1CO	-3.1
Cc1ccccc1S(=O)(=O)N1CCCCN2[C@H](CO)[C@H](c3ccc(-c4cccc(F)c4)cc3)[C@H]2C1	0.0

(continued)
SMILES	Mtb BioA inh
C[C@H]1CN([C@@H](C)CO)C(=O)c2cc(NC(=O)C3CCCCC3)ccc2O[C@H]1CN(C)C(=O)Nc1ccccc1	-5.7
C[C@@H]1CN([C@H](C)CO)C(=O)c2cc(NS(=O)(=O)c3ccccc3)ccc2O[C@H]1CN(C)Cc1ccc(C(=O)Nc2ccccc2N)cc1	-2.8
Cc1noc(C)c1S(=O)(=O)Nc1ccc2c(c1)C(=O)N([C@@H](C)CO)C[C@@H](C)[C@@H](CN(C)Cc1ccc(C(F)(F)F)cc1)O2	-3.7
COc1ccc(C#Cc2ccc([C@H]3[C@H](CO)N4CCCCN(S(=O)(=O)c5cn(C)cn5)C[C@@H]34)cc2)cc1	0.4
COCCN(C[C@H]1[C@@H](c2ccccc2)[C@H](CO)N1C(C)=O)C(=O)c1ccncc1	-2.7
CC(C)CC#Cc1ccc2c(c1)O[C@@H](CN(C)Cc1cncnc1)[C@H](C)CN([C@H](C)CO)S2(=O)=O	4.1
COc1cccc(C(=O)Nc2ccc3c(c2)C(=O)N(C)C[C@@H](OC)[C@@H](C)CN(CCc2ccccc2)[C@@H](C)CO3)c1	7.7
O=C(CN1CCOCC1)NCC[C@H]1CC[C@H](NC(=O)Nc2ccc(Cl)cc2)[C@H](CO)O1	1.5
COc1ccccc1C#Cc1ccc([C@H]2[C@H](C#N)N(C(=O)C3CC3)[C@H]2CO)cc1	-1.0
CCCC#Cc1cnc2c(c1)C(=O)N([C@H](C)CO)C[C@H](C)[C@@H](CN(C)Cc1ccc(F)cc1)O2	1.1
CC(=O)N1[C@@H]2c3ccc(C4=CCCC4)c(=O)n3C[C@H]1[C@H](CO)[C@H]2C(=O)N[C@H](C)c1ccccc1	-0.8
COCC(=O)N1CCCCN2[C@H](CO)[C@@H](c3ccc(-c4cccc(C)c4)cc3)[C@@H]2C1	0.3
C[C@H](CO)N1C[C@H](C)[C@H](CN(C)C)OCCCC[C@H](C)Oc2ccc(NC(=O)Cc3ccccc3)cc2C1=O	-2.4
C/C=C/c1ccc2c(c1)O[C@@H](CN(C)Cc1ccccc1F)[C@@H](C)CN([C@@H](C)CO)S2(=O)=O	1.2
Cc1ccc(S(=O)(=O)Nc2ccc3c(c2)C(=O)N([C@@H](C)CO)C[C@H](C)[C@@H](CN(C)S(=O)(=O)c2cn(C)cn2)OCCCC[C@H](C)O3)cc1	0.6
O=C(C[C@@H]1C[C@@H]2c3cc(NC(=O)Cc4ccncc4)ccc3O[C@@H]2[C@@H](CO)O1)NCc1ccccc1	-1.0
O=C(C[C@H]1C[C@H]2c3cc(NC(=O)c4ccc5c(c4)OCO5)ccc3O[C@H]2[C@H](CO)O1)NCCN1CCCCC1	-1.9
Cc1ccc(S(=O)(=O)Nc2ccc3c(c2)CC(=O)N([C@H](C)CO)C[C@@H](C)[C@H](CN(C)C)O3)cc1	2.1
C[C@H](CO)N1C[C@H](C)[C@@H](CN(C)S(=O)(=O)c2cn(C)cn2)Oc2ccc(NC(=O)C3CCCCC3)cc2CC1=O	3.6
CCC(=O)N1CC[C@@H]2[C@H]1c1cc(-c3ccc(OC)cc3)ccc1N[C@@H]2CO	-1.0
Cc1ccccc1S(=O)(=O)N1C[C@H](O)COC[C@H]2O[C@H](CC(=O)N3CCN(C)CC3)CC[C@@H]21	-2.1
C[C@@H]1CN([C@H](C)CO)S(=O)(=O)c2ccc(C#Cc3ccccc3F)cc2O[C@@H]1CN(C)C(=O)Cc1cccnc1	-6.5
O=C(C[C@@H]1CC[C@H]2[C@@H](COC[C@@H](O)CN2C(=O)Nc2ccc(Cl)c(Cl)c2)O1)NCc1ccc(Cl)cc1	2.0
C[C@@H]1CN([C@H](C)CO)C(=O)c2cccc(NC(=O)c3cnccn3)c2O[C@H]1CN(C)C	-2.6
Cc1ccc(S(=O)(=O)Nc2ccc3c(c2)C(=O)N([C@@H](C)CO)C[C@H](C)[C@H](CN(C)S(=O)(=O)c2cn(C)cn2)OCCCC[C@@H](C)O3)cc1	-0.8

(further entries)
SMILES	Mtb BioA inh
CCCNC(=O)N1C[C@H]2[C@@H](c3ccccc31)[C@@H](CO)N2Cc1ccccc1F	-1.8
C[C@@H]1CN([C@@H](C)CO)C(=O)c2cc(C#C[C@@H](C)O)cnc2O[C@H]1CN(C)C(=O)c1ccncc1	-3.0
CNC[C@@H]1OCCCC[C@@H](C)Oc2ccc(NS(=O)(=O)c3ccccc3)cc2C(=O)N([C@@H](C)CO)C[C@H]1C	-2.7
CCC(=O)N[C@@H]1CC[C@@H](CCNC(=O)Nc2ccc(C(F)(F)F)cc2)O[C@H]1CO	-3.5
C[C@@H]1CN([C@@H](C)CO)S(=O)(=O)c2ccc(-c3cncnc3)cc2O[C@@H]1CN(C)C(=O)NC1CCCC1	-2.7
CC(=O)N(C)C[C@@H]1Oc2cc(-c3ccccc3F)ccc2S(=O)(=O)N([C@H](C)CO)C[C@H]1C	1.9

Exported as labelled records: entries from further up.
mol: COc1ccccc1C#Cc1ccc([C@H]2[C@H](C#N)N(C(=O)C3CC3)[C@H]2CO)cc1
  Mtb BioA inh: -1.0
mol: CCCC#Cc1cnc2c(c1)C(=O)N([C@H](C)CO)C[C@H](C)[C@@H](CN(C)Cc1ccc(F)cc1)O2
  Mtb BioA inh: 1.1
mol: CC(=O)N1[C@@H]2c3ccc(C4=CCCC4)c(=O)n3C[C@H]1[C@H](CO)[C@H]2C(=O)N[C@H](C)c1ccccc1
  Mtb BioA inh: -0.8

Bioassay records from PubChem BioAssay.
